Insulin prom up = insulin promoter activators in MIN6 cells, imaging, high-content screening, mouse beta cells; MIN6 insulin promoter-GFP reporter; hits give high values; z-score at 5 µM; 190,000 tested, 0.3% active; AID 1625, 2009;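 active means z-score above 3 at 5 µM with at least 500 cells counted in the well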
AID2073 = inhibitors of Mint1-CaV2.2 protein interaction, biochemical, HTRF (AID 2073). one-dose inhibition, % at 20 µM; IC50 in µM for titrated hits. Voltage-dependent N-type calcium channel subunit alpha-1B (Homo sapiens). 290,000 tested, 0.19% active. HTRF protein-protein interaction, Mint1-CaV2.2; higher % means a stronger effect; in the data active means inhibition mostly above about 51%, no sharp cut-off; further: some results filed as inactive read as strong as hits
MT stabilizer = microtubule stabilizers in HeLa cells, primary screen, imaging, high-content imaging; 200,000 tested, 0.83% active; AID 2205, 2009; HeLa tubulin immunostaining HCS, 24 h; share of cells brighter than vehicle mean+2SD; % tubulin-high responders, % at 10 µM;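 active means plate Z-score above 3 for both tubulin-high and condensed-nucleus cell shares, with cell loss under 80%, at 10 µM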;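 further: anti alpha tubulin signal scored within the nucleus-defined area of each cell; some results filed as inactive read as strong as hits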
Autophagy HCS = autophagy modulators in MEF cells, primary screen, imaging, high-content, MEF GFP-LC3; MEF GFP-LC3 puncta imaging; test concentration mostly 10 µM; calls only at 10 µM (by protocol); 190,000 tested, 0.98% active; AID 463193, 2010;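 active means percentage of spot-positive cells more than 3 SD above its plate mean, without a fluorescence outlier flag or 80% toxicity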;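 further: spot-positive cell cutoff set from DMSO-treated cells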
Dynein cargo inh = inhibitors of GR-EGFP nuclear translocation, primary screen, dynein cargo transport inhibitor project, imaging, high-content, 3617.4 mouse cells; test concentration mostly 20 µM; stimulated with dexamethasone, 1 µM; hits give low values; z-score, hits read low; 220,000 tested, 0.47% active;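 active means plate z-score of nuclear minus cytoplasmic receptor signal below a set negative limit, without overly bright fluorescence or cell loss, cut at about -3.5 in these data, passing the limit was not always enough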;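 further: z-score of nuclear minus cytoplasmic ring GR-EGFP intensity difference per well; some compounds called inactive have numbers as strong as hits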
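Buffer or medium – tet-free medium with charcoal-stripped serum · Signal – automated 10x imaging of fixed Hoechst-stained cells · Also added – dexamethasone agonist, 1.0 µM final, for 30 min · Incubation – induction 48 h, compound 1 h, agonist 30 min · Read-out – GR-EGFP nuclear translocation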
WT yeast gro inh = growth inhibition of WT strain, primary screen, mitochondrial fusion inhibitor project, WT and mutant strains, chemical genetic | mitochondrial fusion phenotypic screen | inhibition, % at 10 µM | 190,000 tested, 2.1% active | AID 1362, 2008; in the data active means inhibition above about 58%; tested in S. cerevisiae
bCat nuc transl = modulators of beta-catenin nuclear translocation, primary screen, imaging, HeLa cells, immunofluorescence, high-content | 190,000 tested, 0.3% active | AID 1665, 2009 | nuclear translocation activity, % at 5 µM;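 active means nuclear translocation activity above 50% at 5 µM, with a well cell count of 50 or more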;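 further: per-cell ratio of nuclear to cytoplasmic median beta-catenin stain intensity; plate controls were DMSO negative control for no effect and GSK-3 inhibitor IX positive control for full effect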
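Read-out: Nuclear/cytoplasmic beta-catenin signal ratio, % activation | Assay system: Human HeLa cell line | Times: 24 h compound exposure at 37°C, 5% CO2 | Signal: Fluorescence imaging of beta-catenin antibody stain plus DAPI | Dosing: 5 µM primary, 0.02–20 µM confirmation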
HIV fusion peptide = inhibitors of HIV fusion peptide binding, primary screen, biochemical, uHTS, fluorescence dequenching (AID 1986). cell-free peptide binding, fluorescence dequenching, 30 min; higher % means a stronger effect. inhibition, % at 20 µM, or IC50 in µM where a hit was titrated. 290,000 tested, 0.3% active; in the data active means inhibition mostly above about 52%, no sharp cut-off; inactive means mostly below about 76%; further: some results filed as inactive read as strong as hits
Yfh1-off respiration = enhancers of respiration in Yfh1-depleted yeast, dose response, Friedreich's ataxia, plus single-dose screen (AID 1465); one-dose fold induction at 50 µM; EC50 in µM for titrated hits; S. cerevisiae Yfh1-off respiration, WST-1 reduction, 72 h; higher fold induction means a stronger effect; 220,000 tested, 0.074% active;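 active means fold induction of absorbance versus untreated yeast above a set limit, then at least 30% activation at any dose in follow-up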;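 further: activators that raise dye reduction in frataxin-depleted yeast; strong numbers were not always called active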
WT yeast gro inh mutant strain = second read-out of WT yeast gro inh, no call of its own (marks repeat the call); inhibition, %; mitochondrial fusion phenotypic screen, mutant strain inhibition
Dynein cargo inh cytoplasmic EGFP = recorded beside Dynein cargo inh, whose call it bears; z-score; measured here: cytoplasmic GR-EGFP intensity; hits give high values
Dynein cargo inh nuclear GR-EGFP = recorded beside Dynein cargo inh, whose call it bears; z-score; measured here: nuclear GR-EGFP intensity;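 lower value marks the stronger effect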
Dynein cargo inh cell count = also measured in Dynein cargo inh; calls as there; z-score; measured here: cell count per field
Insulin prom up cell count = recorded beside Insulin prom up, whose call it bears; cell count; measured here: cytotoxicity, nuclei count;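 total cells summed across four imaged fields per well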
bCat nuc transl cell count 5 µM = further read-out of bCat nuc transl, marked with its call; cell count; measured here: cell count, cytotoxicity flag
MT stabilizer Hoechst-high % = further read-out of MT stabilizer, marked with its call; % Hoechst-high responders; measured here: nuclear condensation Hoechst responders;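 share of cells brighter than vehicle mean plus two SD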
MT stabilizer cytotoxicity % = recorded beside MT stabilizer, whose call it bears; toxicity, %; measured here: cytotoxicity by cell density;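 0% = mean cell density of plate MIN control wells and 100% = no cells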
Autophagy HCS cell loss 18 h = recorded beside Autophagy HCS, whose call it bears; toxicity, %; measured here: cell loss, nuclei count;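 cell loss after 18 h compound exposure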
* hit, by the source's call; i = inactive; x = not tested or not shown.

SMILES	Insulin prom up	Insulin prom up cell count	AID2073	MT stabilizer	MT stabilizer Hoechst-high %	MT stabilizer cytotoxicity %	Autophagy HCS	Autophagy HCS cell loss 18 h	Dynein cargo inh	Dynein cargo inh cytoplasmic EGFP	Dynein cargo inh nuclear GR-EGFP	Dynein cargo inh cell count	WT yeast gro inh	WT yeast gro inh mutant strain	bCat nuc transl	bCat nuc transl cell count 5 µM	HIV fusion peptide	Yfh1-off respiration
O=C(O)C1CCCCC1C(=O)NCCc1ccccc1 (stereo not drawn)	-0.8	1161	6.3%	1.7	1.0	8.6	i	7.7	0.253	-0.31	-0.594	0.789	2.4	-0.5	-1.7	1089	-2.1%	i
CC(=O)N1CCN(Cc2nc3cc(NC(=O)c4ccc(F)cc4)ccc3n2C)CC1	0.19	1131	-3.3%	3.9	1.4	11.3	i	-1.4	2.59	-0.173	2.46	-1.62	0.3	-10.9	0.5	1584	0.7%	i
Cc1ccc(CNC(=O)C2CCN(S(=O)(=O)c3cnc[nH]3)CC2)cc1	0.46	932	8.3%	2.2	1.7	4.1	i	1.3	-0.729	-0.113	-0.354	-0.357	3.4	11.4	-1.8	1167	-0.7%	i
CCN=c1scc(-c2ccco2)n1/N=C/c1ccc(OC)c(O)c1	0.36	1326	-23.5%	2.7	1.9	10.1	i	-7.5	0.398	-0.116	0.866	-0.118	58.6*	5.2*	2.6	1234	8.8%	i
Cc1c(Nc2nc3ccccc3nc2N2CCN(c3ccccc3)CC2)c(=O)n(-c2ccccc2)n1C	1.09	746	1.0%	1.6	2.2	11.7	i	9.8	-0.173	-0.153	0.134	0.0109	16.3	1.1	-4.6	1042	0.1%	i
CC1(C)Cc2c(sc3nc(C4CCCCC4)n(N)c(=O)c23)CO1	-0.19	1433	0.7%	x	x	x	x	x	0.686	-0.182	0.398	-0.679	x	x	6.0	953	0.6%	i
CCOc1cnn(Cc2ccccc2)c(=O)c1SCc1ccccc1	0	1311	24.8%	2.7	2.2	4.2	i	12.2	0.676	-0.206	0.653	-0.703	18.8	-0.6	x	x	-1.8%	i
CSc1nc2c(c(=O)[nH]1)CCCC2	x	x	-6.6%	2.7	1.6	0.8	i	-5.6	0.128	-0.257	0.00422	-0.0319	-4.8	-6.3	x	x	-0.1%	i
CCOC(=O)N1CCN(C(=O)CN(C2CCCCC2)S(=O)(=O)c2ccc(C)cc2)CC1	0.57	1178	1.3%	2.5	0.5	52.9	i	11.0	-0.97	-0.251	-0.284	0.385	-3.4	2.5	x	x	0.0%	i
CCOC(=O)N1CCN(C(=O)C2CCN(C(=O)c3cc4sccc4n3CC)CC2)CC1	x	x	0.9%	2.2	2.9	8.4	i	7.1	0.00954	-0.188	0.248	0.22	18.5	3.3	-1.3	1100	-0.1%	i
CN(c1nc(-c2ccc(Br)cc2)cs1)C1CCS(=O)(=O)C1 (stereo not drawn)	0.21	1142	-9.0%	4.8	1.6	0.5	i	-7.5	0.0669	-0.239	0.0853	1.05	29.4	6.8	-2.7	1062	-1.4%	i
CC(C)CCN(C(=O)Nc1ccccc1)C(C)c1cccs1 (stereo not drawn)	0.66	801	4.9%	0.8	0.8	7.1	i	2.0	0.322	-0.0233	0.377	-0.199	16.8	11.5	2.2	1066	-1.6%	i
O=C(CCNc1n[nH]c(=O)[nH]c1=O)N/N=C/c1ccc(Cl)cc1	-0.54	1227	-14.6%	4.5	2.4	6.2	i	3.6	-0.784	-0.313	0.111	-0.306	-13.8	3.2	-0.3	1103	1.0%	i
Cc1ccc(N=C2NC(=O)/C(=C\c3ccco3)S2)cc1	-0.96	1329	58.4%	1.5	1.9	5.6	i	6.6	-0.189	-0.138	-0.399	0.481	26.4	-10.8	x	x	57.5%*	i
Cc1nn(-c2ccccc2)c2sc(-c3nnc(SCC(=O)O)o3)cc12	x	x	29.8%	1.4	1.6	1.8	i	-8.4	0.416	-0.218	-0.112	0.441	1.8	3.0	x	x	35.6%	i

4 structures already listed, sorted by length of the SMILES, highest first:
SMILES	Insulin prom up	Insulin prom up cell count	AID2073	MT stabilizer	MT stabilizer Hoechst-high %	MT stabilizer cytotoxicity %	Autophagy HCS	Autophagy HCS cell loss 18 h	Dynein cargo inh	Dynein cargo inh cytoplasmic EGFP	Dynein cargo inh nuclear GR-EGFP	Dynein cargo inh cell count	WT yeast gro inh	WT yeast gro inh mutant strain	bCat nuc transl	bCat nuc transl cell count 5 µM	HIV fusion peptide	Yfh1-off respiration
Cc1nn(-c2ccccc2)c2sc(-c3nnc(SCC(=O)O)o3)cc12	x	x	29.8%	1.4	1.6	1.8	i	-8.4	0.416	-0.218	-0.112	0.441	1.8	3.0	x	x	35.6%	i
CCN=c1scc(-c2ccco2)n1/N=C/c1ccc(OC)c(O)c1	0.36	1326	-23.5%	2.7	1.9	10.1	i	-7.5	0.398	-0.116	0.866	-0.118	58.6*	5.2*	2.6	1234	8.8%	i
CC(C)CCN(C(=O)Nc1ccccc1)C(C)c1cccs1 (stereo not drawn)	0.66	801	4.9%	0.8	0.8	7.1	i	2.0	0.322	-0.0233	0.377	-0.199	16.8	11.5	2.2	1066	-1.6%	i
CSc1nc2c(c(=O)[nH]1)CCCC2	x	x	-6.6%	2.7	1.6	0.8	i	-5.6	0.128	-0.257	0.00422	-0.0319	-4.8	-6.3	x	x	-0.1%	i

The list goes on.
SMILES	Insulin prom up	Insulin prom up cell count	AID2073	MT stabilizer	MT stabilizer Hoechst-high %	MT stabilizer cytotoxicity %	Autophagy HCS	Autophagy HCS cell loss 18 h	Dynein cargo inh	Dynein cargo inh cytoplasmic EGFP	Dynein cargo inh nuclear GR-EGFP	Dynein cargo inh cell count	WT yeast gro inh	WT yeast gro inh mutant strain	bCat nuc transl	bCat nuc transl cell count 5 µM	HIV fusion peptide	Yfh1-off respiration
COc1ccccc1N(CC(=O)NC(C)(C)C)S(=O)(=O)c1cccs1	0.04	1311	3.1%	0.9	3.4	9.4	i	3.8	-0.804	0.154	-0.433	0.234	-1.4	-8.2	-3.8	529	-2.0%	i
CCCCOC1(c2ccccc2)NC(=S)NN=C1c1ccccc1 (stereo not drawn)	-0.3	922	7.0%	1.4	1.3	6.7	i	-3.7	-1.59	1.41	-0.754	0.715	5.2	8.9	x	x	0.2%	i
Cc1ccc([N+](=O)[O-])cc1NC(=O)Nc1ccc(S(N)(=O)=O)cc1	-0.09	1467	11.8%	x	x	x	x	x	-0.05	-0.228	-0.0564	0.757	x	x	-1.6	1119	13.7%	i
COc1ccc(-n2c(=S)[nH]c3cc(C(=O)Nc4cc(OC)c(OC)c(OC)c4)ccc3c2=O)c(OC)c1	-0.26	1126	-19.5%	2.5	3.5	8.5	i	9.7	0.317	-0.288	0.241	-0.0498	3.3	6.8	3.6	1130	-2.0%	i
COc1cc2c(cc1NC(=O)c1cccc(S(=O)(=O)N(C)C)c1)oc1ccccc12	0.46	1410	26.9%	2.5	3.2	8.0	i	-2.2	-0.737	-0.337	-0.677	1.35	0.9	-2.7	-3.7	667	-1.8%	i
Cn1c(=O)c2c(-c3ccc(OC(F)F)cc3)cc(-c3ccccc3)nc2n(C)c1=O	-0.81	1011	16.6%	x	x	x	x	x	0.0531	-0.152	0.843	-0.0954	x	x	0.8	1352	1.3%	i
COc1ccccc1N1CCN(Cc2ccc(OC)c3ccccc23)CC1	0.75	926	4.4%	3.7	1.7	0.3	i	7.5	-0.133	-0.299	-0.75	1.7	-6.0	-18.6	-2.7	1128	-0.5%	i
Cc1c(C(=O)Oc2ccc(F)cc2)sc2ncn(Cc3cccc(F)c3)c(=O)c12	0.66	1137	1.0%	3.7	3.9	10.6	i	-3.0	-0.125	-0.307	-0.514	-0.132	1.2	4.4	-3.5	490	3.5%	i
CC1(C)CC(=O)C(=CN2CCN(C(=O)c3ccco3)CC2)C(=O)C1	-0.06	1068	-6.5%	4.6	2.9	4.0	i	-20.9	-0.262	-0.237	-0.35	-0.986	11.7	5.3	-0.4	1187	-0.7%	i

Screening results from PubChem BioAssay.
